Screening results from PubChem.
H37Rv inhibition: M. tuberculosis growth inhibition, HTS (AID 449762) | M. tuberculosis H37Rv growth inhibition, 7H9 media; higher % means a stronger effect | inhibition, % at 25 µM, or IC50 in µM where a hit was titrated | hit rate 0.59% among 330,000; in the data active means a potency from the dose series; inconclusive means inhibition above about 70% without an active follow-up result;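 further: bacterial growth assessed after seven days of incubation; strong numbers were not always called active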
influenza NS1A: H1N1 influenza NS1A inhibitors, functional cell based assay (AID 504329); NS1A functional cell-based assay, percent inhibition; higher % means a stronger effect; inhibition, % at 12.5 µM, or IC50 in µM where a hit was titrated; hit rate 0.3% among 340,000; in the data active means a potency from the dose series; inconclusive means inhibition above about 27% without an active follow-up result; further: strong numbers were not always called active
VEEV TC-83 Vero: inhibitors of VEEV TC-83 cytopathic effect, confirmation, Vero cells (AID 588727). Vero cells, VEEV TC-83 cytopathic effect inhibition; higher % means a stronger effect. one-dose inhibition, % at 20 µM; IC50 in µM for titrated hits. hit rate 0.13% among 350,000; in the data active means a potency from the dose series; inconclusive means inhibition mostly from about 14% at the one dose, without a potency; inactive means the rest, 99 in 100 with inhibition below about 12%; further: strong numbers were not always called active
M. tuberculosis: growth inhibition of non-replicating M. tuberculosis (AID 488890). hit rate 0.39% among 320,000. one-dose inhibition, % at 25 µM; IC50 in µM for titrated hits. Mycobacterium tuberculosis non-replicating, growth inhibition; higher % means a stronger effect; in the data active means a potency from the dose series; inconclusive means inhibition mostly from about 82% at the one dose, without a potency; inactive means the rest, 99 in 100 with inhibition below about 76%;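 further: plate controls were DMSO cells for no effect and high antibiotic wells for full effect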
PhoP GFP inhibition: PhoP regulon inhibitors, Salmonella typhi PhoP promoter GFP reporter, confirmatory (AID 1850); inhibition, % at 50 µM, or IC50 in µM where a hit was titrated; hit rate 0.33% among 310,000; Salmonella Typhi PhoP-promoter GFP reporter, fluorescence, 4 h; higher % means a stronger effect; in the data active means a potency from the dose series; inconclusive means inhibition mostly from about 25% at the one dose, without a potency; inactive means the rest, 99 in 100 with inhibition below about 19%;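 further: 0% = induced wells with vehicle and 100% = uninduced wells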
Starred values were filed as active, the others as inactive; i = inactive; ? = inconclusive; nt = not tested or not shown.

(1) COC(=O)[C@@H](NC(=O)/C=C/c1ccc(OC)cc1)C(C)C
(2) COCCn1c(SCC(=O)Nc2nnc(C)s2)nnc1-c1ccoc1C
(3) Cn1c(=O)c2c(nc(SCC(=O)NCC3CCCO3)n2C)n(C)c1=O (configuration not stated)
(4) COC(=O)CC(NC(=S)N1CC2C[C@@H](C1)Cn1c2cccc1=O)C(=O)OC (some centres not stated)
(5) Cc1ccc(C2c3sc(=O)[nH]c3SC3C4CC(C5C(=O)N(C(C)C(=O)O)C(=O)C45)C23)cc1 (configuration not stated)
(6) C=C(C)c1cccc(C(C)(C)NC(=O)NCc2cccnc2)c1
(7) OC1O[C@H](c2ccc3c(c2)OCO3)[C@H]2CO[C@H](c3ccc4c(c3)OCO4)[C@@H]12 (some centres not stated)
(8) Nc1cc(=O)[nH]c(SCC(=O)NNC(=O)Cc2ccccc2)n1
entry no.	1	2	3	4	5	6	7	8
H37Rv inhibition	-3%	-4%	-2%	-15%	7%	-12%	-7%	-4%
influenza NS1A	-8%	-1%	-5%	-5%	-6%	1%	-9%	3%
VEEV TC-83 Vero	0.4%	0.6%	i	0.3%	1.6%	0.4%	0.9%	0.8%
M. tuberculosis	28%	-7%	-5%	-17%	-1%	6%	-8%	-12%
PhoP GFP inhibition	1%	2%	-1%	-5%	-4%	-8%	8%	4%

(9) Cc1c(C(=O)OCCOC(C)C)[nH]c2c1C(=O)CC(c1ccco1)C2 (configuration not stated)
(10) Cc1ccc(C(=O)NC(=S)NNC(=O)c2ccccc2O)cc1
(11) COc1ccc(C(=O)Nc2cccc3c2CCCC3)cc1
(12) CCOc1ccc(C(=O)NCCN2CCCC2)cc1
(13) Cc1cc(C(=O)N/N=C/c2ccncc2)c2ccccc2n1
(14) Cc1cc(N2CCN(C)CC2)nc2ccc(NC(=O)CCC(=O)NCCc3ccc(Cl)cc3)cc12
(15) O=C(c1ccccc1)N1C(=O)C(c2ccccc2)Oc2ccccc21 (configuration not stated)
(16) COc1ccc2oc(=O)c(C(=O)OCc3ccccc3)cc2c1
entry no.	9	10	11	12	13	14	15	16
H37Rv inhibition	-16%	37%	8%	11%	-3%	nt	-5%	1%
influenza NS1A	-2%	34%	-27%	3%	-9%	-12%	7%	-11%
VEEV TC-83 Vero	8.9%	3.5%	0.1%	i	0.0%	1.3%	i	i
M. tuberculosis	13%	?	76%	21%	11%	nt	78%	?
PhoP GFP inhibition	-11%	-2%	-3%	-2%	-3%	nt	4%	7%

(17) CCOC(=O)Cn1nc(C)cc1NC(=O)c1cc(OC)c(OC)c(OC)c1
(18) CC(=O)N1N=C(c2ccccc2)OC1c1ccc([N+](=O)[O-])s1 (configuration not stated)
(19) Cn1c(CCNS(=O)(=O)c2ccc(F)cc2)nnc1SCc1cccnc1
(20) COc1cc(C2CC(=O)NC3=C2C(=O)CC(C)(C)C3)cc(OC)c1O (configuration not stated)
(21) O=C(COC(=O)c1ccccc1[N+](=O)[O-])Nc1cc(S(=O)(=O)N2CCOCC2)ccc1N1CCCC1
(22) CC(=O)c1ccccc1NCC(=O)Nc1ccc(C)cc1
(23) CC(NS(=O)(=O)c1cccc(Cl)c1)C(=O)Nc1ccc(-c2nc3ccccc3s2)cc1 (configuration not stated)
(24) O=C(Cn1c(C(F)(F)F)nc2ccccc21)N1CCCC1
entry no.	17	18	19	20	21	22	23	24
H37Rv inhibition	-6%	?	-2%	1%	-5%	2%	-7%	2%
influenza NS1A	-23%	11%	7%	0%	11%	15%	-8%	-2%
VEEV TC-83 Vero	1.4%	1.5%	3.5%	0.3%	1.2%	1.1%	6.4%	0.6%
M. tuberculosis	-17%	i	0%	-18%	12%	22%	-10%	2%
PhoP GFP inhibition	-7%	-23%	2%	4%	-2%	2%	-1%	10%

(25) Cc1ccc(C)c(N2CCN(c3nnnn3-c3ccccc3)CC2)c1
(26) NC(=O)CSc1nc(O)cc(=O)n1-c1ccccc1
(27) N#Cc1c(NC(=O)c2cnn3cccnc23)sc2c1CCCC2
(28) Cc1cc(C)cc(OCC(=O)OCC(=O)Nc2cc(S(=O)(=O)N3CCOCC3)ccc2C)c1
(29) Cc1ccc2nc3ccc(N4CCCC4)nn3c(=O)c2c1
(30) O=C(Nc1nc(-c2ccccc2)ns1)c1ccncc1
(31) CCOc1ccccc1N1CC(C(=O)Nc2cc(Cl)ccc2C)CC1=O (configuration not stated)
(32) COCCCNC(=S)N/N=C/c1ccc2c(c1)OCO2
entry no.	25	26	27	28	29	30	31	32
H37Rv inhibition	-1%	2%	-1%	-2%	1%	6%	-4%	-9%
influenza NS1A	-26%	7%	2%	6%	8%	-6%	-2%	nt
VEEV TC-83 Vero	8.4%	0.2%	i	2.1%	3.4%	0.9%	i	1.9%
M. tuberculosis	33%	0%	-6%	15%	0%	8%	-1%	-5%
PhoP GFP inhibition	2%	4%	0%	nt	-3%	-10%	3%	11%

(33) N#CCCN(C(=O)COC(=O)CSc1ccc(Cl)cc1)c1ccccc1
(34) CCCCCCOc1ccc(/C(C)=N/NC2=NCCN2)cc1[N+](=O)[O-]
(35) CN(C)CCNS(=O)(=O)c1ccc(Cl)cc1
(36) Cc1ccccc1NC(=O)Cc1cccc(C(F)(F)F)c1
(37) COC(=O)Cn1c(O)c(N=NC(=O)CNC(=O)c2ccncc2)c2ccccc21
(38) COc1ccc(C(=O)COC(=O)c2nn(C)cc2Cl)cc1
(39) Cc1ccc(Nc2nc(N)c([N+](=O)[O-])c(N3CCOCC3)n2)cc1C
(40) C/C(CC(=O)NC1CCCC1)=N\NC(=O)Cc1cccs1
entry no.	33	34	35	36	37	38	39	40
H37Rv inhibition	-1%	?	-2%	4%	-1%	3%	4%	-11%
influenza NS1A	-11%	24%	-1%	8%	3%	5%	17%	-9%
VEEV TC-83 Vero	1.7%	i	0.4%	0.5%	4.2%	1.3%	6.5%	i
M. tuberculosis	20%	?	-7%	0%	-15%	-3%	55%	-15%
PhoP GFP inhibition	nt	-3%	-4%	-6%	-32%	11%	-5%	-5%

Filtered by structure, the compounds so far with a thiophene ring, fused or not.
(18) CC(=O)N1N=C(c2ccccc2)OC1c1ccc([N+](=O)[O-])s1 (configuration not stated)
(27) N#Cc1c(NC(=O)c2cnn3cccnc23)sc2c1CCCC2
(40) C/C(CC(=O)NC1CCCC1)=N\NC(=O)Cc1cccs1
entry no.	18	27	40
H37Rv inhibition	?	-1%	-11%
influenza NS1A	11%	2%	-9%
VEEV TC-83 Vero	1.5%	i	i
M. tuberculosis	i	-6%	-15%
PhoP GFP inhibition	-23%	0%	-5%

Complete entries from above. Values in the order: H37Rv inhibition, influenza NS1A, VEEV TC-83 Vero, M. tuberculosis, PhoP GFP inhibition
Entry for COc1ccc(C(=O)COC(=O)c2nn(C)cc2Cl)cc1 → 3%, 5%, 1.3%, -3%, 11%
Entry for CN(C)CCNS(=O)(=O)c1ccc(Cl)cc1 → -2%, -1%, 0.4%, -7%, -4%
Entry for Cc1ccc(Nc2nc(N)c([N+](=O)[O-])c(N3CCOCC3)n2)cc1C → 4%, 17%, 6.5%, 55%, -5%
Entry for COC(=O)Cn1c(O)c(N=NC(=O)CNC(=O)c2ccncc2)c2ccccc21 → -1%, 3%, 4.2%, -15%, -32%

Carrying on.
(41) COc1ccc(C)cc1NC(=O)Cc1c(C(=O)O)n(C)c2ccccc12
(42) COc1ccc2[nH]cc(CCNS(=O)(=O)c3ccc(NC(C)=O)cc3)c2c1
(43) CCN1CCN(C(=O)/C=C/c2ccccc2[N+](=O)[O-])CC1
(44) COc1ccc(-n2c(=O)c3c4c(sc3n(Cc3cccc(F)c3)c2=O)CN(C(C)=O)CC4)c(OC)c1
(45) CC(CCc1ccco1)NC(=O)CCc1nnc2ccc(NCc3ccccc3Cl)nn12 (configuration not stated)
(46) O=C(Nc1nc2n(n1)C(c1ccc(F)cc1)CC(c1ccccc1)N2)c1ccco1 (configuration not stated)
(47) O=P1(Oc2ccccc2)CC=C[C@H](COCc2ccccc2)O1 (some centres not stated)
(48) O=C(Nc1ccn(CC(=O)N2CCN(c3ccccn3)CC2)c(=O)n1)OCc1ccccc1
entry no.	41	42	43	44	45	46	47	48
H37Rv inhibition	-8%	-8%	-2%	-4%	3%	1%	0%	-7%
influenza NS1A	-9%	nt	0%	nt	5%	-22%	-15%	9%
VEEV TC-83 Vero	0.8%	0.2%	0.6%	nt	1.9%	1.1%	i	0.9%
M. tuberculosis	-9%	13%	0%	-1%	18%	-15%	3%	-11%
PhoP GFP inhibition	6%	5%	-8%	5%	-5%	0%	-2%	nt

(49) C/C=C1\NC(=O)[C@H](C)NC(=O)[C@@H](NC(=O)[C@@H](Cc2ccc(O)cc2)NC(=O)[C@@H](NC(=O)/C(C)=C/C)C(C)C)[C@@H](C)OC(=O)[C@H](CCCCc2ccc(O)cc2)NC(=O)[C@@H](CCC(=O)O)NC1=O
(50) CC1CCC2(CC1)NC(=O)N(NC(=O)C1CCN(C(=O)c3ccc(Cl)cc3)CC1)C2=O (configuration not stated)
(51) COC(=O)Cn1c(=N)n(CCN2CCCCC2)c2ccccc21
(52) Cc1ccc(C(CC(=O)O)NC(=O)c2ccc(S(=O)(=O)N3CC(C)OC(C)C3)cc2)cc1 (configuration not stated)
(53) CCOc1ccc(NC(=O)/C(=C\c2ccc(OC(C)=O)c(OC)c2)NC(C)=O)cc1
(54) NS(=O)(=O)c1ccc(CCNS(=O)(=O)c2cccc3cccnc23)cc1
(55) COCC1CCN(C(=O)c2cc(COc3cc(C)c(Cl)c(C)c3)on2)C1 (configuration not stated)
(56) O=S(=O)(Nc1ccc(-c2ccc3nncn3n2)cc1)c1cccs1
entry no.	49	50	51	52	53	54	55	56
H37Rv inhibition	-2%	nt	-1%	-1%	5%	3%	0%	1%
influenza NS1A	-4%	-9%	3%	1%	1%	-2%	-17%	-3%
VEEV TC-83 Vero	0.0%	1.7%	0.3%	1.4%	i	1.3%	1.6%	0.4%
M. tuberculosis	1%	nt	1%	-12%	-5%	-6%	0%	-13%
PhoP GFP inhibition	nt	nt	11%	nt	2%	-5%	4%	2%

(57) Nc1nc(NCC(=O)O)nc(NCc2ccccc2)c1[N+](=O)[O-]
(58) O=C(CCOc1ccccc1)Nc1ccc(S(=O)(=O)N2CCCC2)cc1
(59) O=C(COC(=O)Cn1cnc2ccccc21)Nc1cc2c(cc1Cl)C(=O)c1ccccc1C2=O
(60) C=CCn1c(NCc2ccc(N(C)C)cc2)nc2ccccc21
(61) COc1ccc(CCn2c(-c3ccco3)nc3nc4ccccc4nc32)cc1
(62) Cc1ccc(S(=O)(=O)Nc2ccc(=O)n(Cc3ccc(Cl)c(Cl)c3)c2)cc1
(63) Cc1nnc(SCC(=O)Nc2ccc(S(N)(=O)=O)cc2)n(N)c1=O
(64) Cc1[nH][nH]c(=O)c1C(c1ccc(-c2ccccc2C(=O)O)o1)c1c(C)[nH][nH]c1=O
entry no.	57	58	59	60	61	62	63	64
H37Rv inhibition	-13%	7%	19%	-4%	1%	-4%	-8%	2%
influenza NS1A	23%	-5%	0%	14%	3%	6%	0%	3%
VEEV TC-83 Vero	0.1%	i	6.1%	i	8.3%	6.4%	0.1%	1.7%
M. tuberculosis	-9%	21%	48%	10%	18%	21%	-18%	-7%
PhoP GFP inhibition	-10%	3%	-3%	-5%	-5%	4%	nt	9%

(65) COC(=O)c1ccc2c(=O)n(CCCCCC(=O)N3CCN(c4ccccc4)CC3)c(=O)[nH]c2c1
(66) Nc1cccc2c1C(=O)N(CCOc1ccccc1F)C2=O
(67) O=C(COc1ccccc1)Nc1ccc2c(c1)Cc1cc(NC(=O)COc3ccccc3)ccc1-2
(68) CCOC(=O)c1c(NC(=O)CN2C(=O)NC3(CCCCC3)C2=O)sc(C)c1-c1ccc(C)cc1
entry no.	65	66	67	68
H37Rv inhibition	4%	22%	-4%	-10%
influenza NS1A	6%	6%	20%	-14%
VEEV TC-83 Vero	14%	1.0%	0.1%	1.0%
M. tuberculosis	3%	-7%	-6%	-13%
PhoP GFP inhibition	2%	2%	4%	11%
